Bioassay records from PubChem BioAssay.
PMI inhibitors: inhibitors of human PMI, primary screen, biochemical, fluorescence intensity, coupled assay (AID 1209); 0.42% of 190,000 active; purified PMI enzyme, coupled fluorescence intensity; higher % means a stronger effect; one-dose inhibition, % at 20 µM; IC50 in µM for titrated hits; Mannose-6-phosphate isomerase (Homo sapiens);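 further: plate controls were DMSO vehicle for no effect and wells lacking substrate for full effect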
Yfh1-off respiration: enhancers of respiration in Yfh1-depleted yeast, dose response, Friedreich's ataxia, plus single-dose screen (AID 1465). 0.074% of 220,000 active. S. cerevisiae Yfh1-off respiration, WST-1 reduction, 72 h; higher fold induction means a stronger effect. fold induction at 50 µM, or EC50 in µM where a hit was titrated;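 active means fold induction of absorbance versus untreated yeast above a set limit, then at least 30% activation at any dose in follow-up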;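 further: activators that raise dye reduction in frataxin-depleted yeast; strong numbers were not always called active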
WT yeast gro inh: growth inhibition of WT strain, primary screen, mitochondrial fusion inhibitor project, WT and mutant strains, chemical genetic | 2.1% of 190,000 active | mitochondrial fusion phenotypic screen | inhibition, % at 10 µM; in the data active means inhibition above about 58%; tested in S. cerevisiae
XIAP displacement: XIAP antagonists, biochemical, IAP family, fluorescence polarization (AID 1018); E3 ubiquitin-protein ligase XIAP (Homo sapiens); XIAP BIR domain, fluorescence polarization peptide displacement; higher % means a stronger effect; displacement, % at 20 µM; hits with a dose series show IC50 in µM; 0.007% of 200,000 active; in the data active means displacement above about 50%; further: a part of the inactive calls stands beside numbers as strong as those of hits
LYP inhibition: inhibitors of LYP phosphatase, biochemical, fluorescence intensity, uHTS (AID 1779). Tyrosine-protein phosphatase non-receptor type 22 (Homo sapiens). recombinant LYP phosphatase, fluorescence intensity; higher % means a stronger effect. one-dose inhibition, % at 11.5 µM; IC50 in µM for titrated hits. 0.054% of 290,000 active;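 further: plate controls were vehicle with enzyme for no effect and no enzyme for full effect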
TNAP activators: human TNAP enzyme activators, primary screen, biochemical, luminescent, no phosphate acceptor, uHTS (AID 1001); Alkaline phosphatase, tissue-nonspecific isozyme (Homo sapiens); purified TNAP, luminescent activation assay, no phosphate acceptor; higher activation fold means a stronger effect; activation fold at 20 µM, or EC50 in µM where a hit was titrated; 0.03% of 200,000 active; in the data active means activation fold from about 3, or a potency from the dose series; inactive means the rest, 99 in 100 with activation fold below about 1.6; further: many of its hits are not listed in these tables
M1AAP inhibition: P. falciparum M1AAP inhibitors, biochemical, fluorogenic H-Leu-NHMec substrate, 1536-well (AID 1445); Aminopeptidase N (Plasmodium falciparum (isolate 3D7)); recombinant M1AAP, H-Leu-NHMec fluorogenic kinetic assay; higher % means a stronger effect; inhibition, % at 30 µM, or IC50 in µM where a hit was titrated; 0.42% of 220,000 active;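 active means primary inhibition above the hit cutoff, then over 50% inhibition at one or more dose response concentrations, cut at about 23% in these data, passing the limit was not always enough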;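 further: plate controls were DMSO full reaction for no effect and no enzyme background for full effect; strong numbers were not always called active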
P. falciparum M17LAP: P. falciparum M17LAP inhibitors, primary screen, biochemical, fluorogenic H-Leu-NHMec substrate, 1536-well (AID 1619). inhibition, % at 30 µM; hits with a dose series show IC50 in µM. 0.38% of 220,000 active. Leucine aminopeptidase (Plasmodium falciparum (isolate 3D7)). recombinant M17LAP, H-Leu-NHMec fluorogenic kinetic assay; higher % means a stronger effect;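 active means compound inhibiting the enzyme by more than half at any dose during confirmatory dose-response retesting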;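 further: plate controls were full reaction with DMSO carrier for no effect and no enzyme background for full effect; strong numbers were not always called active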
human PMI inhibitors: human PMI inhibitors, high substrate, primary screen, biochemical, fluorescence intensity, high mannose 6-phosphate (AID 1220). Mannose-6-phosphate isomerase (Homo sapiens). recombinant PMI enzyme, coupled fluorescence intensity; higher % means a stronger effect. inhibition, % at 20 µM, or IC50 in µM where a hit was titrated. 0.66% of 190,000 active
WT yeast gro inh mutant strain: further read-out of WT yeast gro inh, marked with its call; inhibition, %; mitochondrial fusion phenotypic screen, mutant strain inhibition
* marks the source's active call; other numbers are inactive results; i = inactive; / = not tested or not shown. Unless noted, no stated cut-off is given here; in the data, active means inhibition above about 50%; inactive means the rest. These rows are one share of the data, so the mix of outcomes need not match the whole.

SMILES	PMI inhibitors	Yfh1-off respiration	WT yeast gro inh	WT yeast gro inh mutant strain	XIAP displacement	LYP inhibition	TNAP activators	M1AAP inhibition	P. falciparum M17LAP	human PMI inhibitors
COC(=O)[C@@H]1C[C@@]1(C)[C@@H](NP(=O)(c1ccccc1)c1ccccc1)c1ccccc1	-10%	i	0	0	-20%	-6%	1	-1%	-24%	-6%
CCN1CCN(c2ccc(NC(=O)C(C)C)cc2Cl)CC1	-1%	i	-7	7	-5.6%	-6%	1	3%	-14%	1%
O=C(O)C1CN2CCC1CC2 (centres undefined)	-1%	i	7	-2	-1.9%	-4%	1.1	2%	-2%	1%
O=S(=O)(c1ccc(Cl)cc1)N1CCCCC1c1cccnc1 (centres undefined)	-4%	i	8	5	-0.6%	-4%	1.1	3%	-7%	-1%
Cc1cc(NCCN)nc2ccccc12	-3%	/	33	48	-3.7%	-7%	1	4%	-4%	-5%
O=C(c1ccc2c(c1)OCO2)C1CCCN(CC2CCCCC2)C1 (centres undefined)	14%	i	15	23	-2.0%	-5%	1.1	-3%	0%	13%
N#CC1=C(N)Oc2c(c(=O)oc3ccccc23)C1c1ccc([N+](=O)[O-])o1 (centres undefined)	-24%	i	-5	0	-5.4%	8%	1	7%	26%	20%
CC1=CC(=O)OC2CC3OC4C[C@@H](C)C5OC6CC7O[C@]8(C)C/C=C\C9OC%10CC%11OC(CC(C)CO)CC(O)[C@]%11(C)OC%10CC9OC8C[C@]7(C)O[C@]6(C)CCC5OC4C[C@]3(C)OC12 (some centres undefined)	14%	i	20	30	-8.1%	-2%	1	-1%	-6%	-1%
COc1ccccc1N=Cc1c(O)n(C)c(=O)n(C)c1=O	2%	/	9	6	-0.6%	-6%	1.1	20%	14%	7%
Fc1ccc(C2=CCN(C(c3cccs3)c3nnnn3CCc3ccccc3)CC2)cc1 (centres undefined)	4%	i	35	19	-5.9%	-1%	1	-22%	16%	4%
CCOc1ccc(-n2c(O)c(C=NCCCn3ccnc3)c(=O)[nH]c2=O)cc1	-2%	i	15	-1	-2.7%	-8%	1	-9%	5%	-4%
CCOC(=O)c1nc2ccccc2c(=O)n1-c1ccc(C)cc1	-1%	i	/	/	-1.3%	-7%	1.1	12%	3%	0%
CCOC(=O)c1c(C)n(Cc2ccccc2)c2ccc(OCC(O)Cn3nc(C)cc3C)cc12 (centres undefined)	16%	i	66*	14*	-4.1%	7%	1.2	2%	-1%	12%
Cc1nn(Cc2ccccc2)c(C)c1C(=O)NCc1ccccc1	-12%	i	-17	6	-5.9%	-3%	1.1	-2%	-5%	-17%
CCCNC1=C(C)C(=O)C2=C(C1=O)C(COC(N)=O)[C@]1(OC)C3NC3CN21 (some centres undefined)	/	i	/	/	/	-7%	/	6%	6%	/
CCOC(=O)c1c(NC(=O)C(c2ccccc2)c2ccccc2)sc2c1C1CCN2CC1	8%	i	0	1	-6.7%	-6%	1.1	4%	-4%	3%
CC(C)CN(CC(C)C)C(=O)C1C2c3ccccc3C(c3ccccc32)C1C(=O)O (centres undefined)	-18%	i	-10	-5	-6.8%	-5%	1	7%	15%	-18%
O=c1[nH]c(O)c(C=Nc2ccccc2[N+](=O)[O-])c(=O)[nH]1	-13%	i	12	-12	-3.5%	-8%	1.1	1%	2%	-9%
COc1cc(NC(=O)CN2C3CCC2CC(O)(c2cccnc2)C3)cc(OC)c1 (centres undefined)	14%	i	43	11	-1.6%	-5%	1	1%	17%	5%
CC(=O)OC1C2CCC1C(N1CCCC1)CC2 (centres undefined)	0%	i	1	6	-19%	-8%	1.1	2%	-5%	-5%
O=C(Cn1cnc2ccccc2c1=O)NCC(=O)N1CCC2(CC1)OCCO2	0%	i	0	-18	1.4%	-2%	1.1	-7%	-6%	-1%
CCN(CC)c1ccc([N+](=O)[O-])c2cccnc12	17%	i	8	8	-9.8%	-7%	0.8	8%	0%	67%*
CC(=O)CC(C)(C)n1c[n+](C)nn1	-4%	i	21	10	-0.4%	1%	1.1	-2%	-3%	-5%
O=C1NC(=O)C(=Cc2ccc(N3CCOCC3)o2)C(=O)N1	1%	97µM*	-14	10	-11%	10%	0.6	23%	16%	15%
NC(=S)/N=C/c1c(O)[nH]c(=O)[nH]c1=O	-31%	i	2	17	-7.0%	2%	1.2	8%	12%	-15%
CN(C)c1cc(N)c2c(n1)CCC2 (tested in a mixture with another compound)	24%	i	6	10	-1.0%	1%	1.1	14%	15%	25%
CC1(C)OC1COc1c2occc2cc2ccc(=O)oc12 (centres undefined)	-7%	i	-2	-10	-5.3%	-7%	1.1	0%	37%	-9%
CN(C)c1ccc(/C=C2/C(=O)NC(=O)N(CCc3ccc(F)cc3)C2=O)cc1	2%	i	3	4	1.7%	-2%	0.9	7%	52%	-20%
CCOC(=O)CCP(=O)(O)C(O)c1ccc(OC)cc1 (centres undefined)	2%	i	9	8	-15%	0%	1	-1%	8.6µM*	8%
Cc1cc(C=C2C(=O)N(C)C(=O)N(C)C2=O)c(C)n1-c1ccccc1	-25%	i	2	0	4.0%	2%	1.1	5%	0%	-11%
c1ccc2c(CNC3CCCCC3)c[nH]c2c1	4%	i	11	20	-6.2%	-9%	1.1	2%	-1%	5%
CN1C2CCC1CC(OC(=O)c1cc(Cl)cc(Cl)c1)C2 (centres undefined)	8%	i	8	14	-5.2%	-7%	1	-1%	-4%	5%
COC(=NC1CCCCC1)C(O)c1c[nH]c2ccccc12 (centres undefined)	-10%	i	-4	0	-2.2%	-2%	1	6%	28%	-7%
Cc1ccc(-c2c(C)sc(NC(=O)C3C4CCC(O4)C3C(=O)O)c2C(=O)OC(C)C)cc1 (centres undefined)	-6%	i	8	-11	-3.8%	11%	1	9%	7.7µM*	5%
O=C1NC(=O)C(=Cc2cn(CCOc3ccc4c(c3)OCO4)c3ccccc23)C(=O)N1	16%	i	-4	-16	-36%	-5%	1.1	2%	-1%	10%
CCc1c(C)nc(N)nc1N1N=C1SCC#N	14%	i	8	14	-5.8%	-5%	1.1	0%	6%	3%
Fc1ccc(N2CCN(Cc3ccc4c(c3)OCO4)CC2)cc1	-2%	i	29	28	32%	-10%	1	1%	12%	-11%
CC(c1ccccc1F)n1cc(C(=O)Nc2ccc3nc[nH]c3c2)nn1 (centres undefined)	4%	i	-9	11	-2.7%	-9%	1.2	5%	9%	11%
CCNc1cc(N2CCNCC2)ccc1[N+](=O)[O-]	10%	i	8	-9	-3.9%	-4%	0.9	5%	5%	21%
O=C1/C(=C\c2ccc3c(c2)OCO3)N2CCC1CC2	5%	i	11	29	-2.3%	-10%	1	2%	9%	6%

As a working copy, 5 of the compounds above:
SMILES	PMI inhibitors	Yfh1-off respiration	WT yeast gro inh	WT yeast gro inh mutant strain	XIAP displacement	LYP inhibition	TNAP activators	M1AAP inhibition	P. falciparum M17LAP	human PMI inhibitors
O=C1NC(=O)C(=Cc2cn(CCOc3ccc4c(c3)OCO4)c3ccccc23)C(=O)N1	16%	i	-4	-16	-36%	-5%	1.1	2%	-1%	10%
CCc1c(C)nc(N)nc1N1N=C1SCC#N	14%	i	8	14	-5.8%	-5%	1.1	0%	6%	3%
Fc1ccc(N2CCN(Cc3ccc4c(c3)OCO4)CC2)cc1	-2%	i	29	28	32%	-10%	1	1%	12%	-11%
CC(c1ccccc1F)n1cc(C(=O)Nc2ccc3nc[nH]c3c2)nn1 (centres undefined)	4%	i	-9	11	-2.7%	-9%	1.2	5%	9%	11%
CCNc1cc(N2CCNCC2)ccc1[N+](=O)[O-]	10%	i	8	-9	-3.9%	-4%	0.9	5%	5%	21%

The results go on.
SMILES	PMI inhibitors	Yfh1-off respiration	WT yeast gro inh	WT yeast gro inh mutant strain	XIAP displacement	LYP inhibition	TNAP activators	M1AAP inhibition	P. falciparum M17LAP	human PMI inhibitors
CN(CC(=O)Nc1ccccc1-c1ccccc1)C1CCCCC1	-1%	i	5	-10	-2.2%	-4%	1.1	3%	-4%	6%
COCCNC(=O)CN1C(=O)CN=C(c2ccccc2)c2ccccc21	/	i	/	/	/	-6%	/	1%	5%	/
CC1CN=C(Nc2cccc3ccccc23)S1 (centres undefined)	12%	i	17	26	-3.3%	-4%	1.1	0%	-5%	36%
C1=C(c2c[nH]c3ccccc23)CCNC1	7%	i	-20	-10	-16%	-2%	1.1	1%	-10%	11%
C[n+]1c(-c2ccccc2)cc(-c2ccc(Cl)cc2)cc1-c1ccccc1	0%	i	7	4	-9.1%	-8%	1	7%	6%	-2%
CN1CCN(c2ccc(Cl)cc2N)CC1	-5%	i	18	7	-6.3%	4%	1	3%	11%	2%
CN(C(=O)c1ccc(Cl)nc1)C1(c2ccccc2Cl)CCCCC1=O (centres undefined)	-8%	i	2	1	-7.6%	-9%	1	2%	-16%	-11%
COc1ccc(CCN(C)Cc2c(F)cccc2F)cc1OC	-5%	i	3	-9	0.0%	-7%	0.9	6%	-6%	8%
Cc1ccc(S(=O)(=O)Cc2ccc(C(=O)N3CCC4(CC3)OCCO4)o2)cc1	17%	i	8	-1	-14%	-1%	1.1	11%	0%	8%
CC(=O)c1c(O)n(C)c(=S)n(-c2ccccc2)c1=O	-1%	i	-9	-7	-2.2%	-6%	1.1	0%	-8%	-1%
CCc1c(C)nc(N)nc1N1N=C1SCCOc1ccccc1	-7%	i	10	6	-6.8%	-3%	1	-5%	7%	-11%
COc1ccc(N=Cc2c(O)n(-c3ccc(C)cc3)c(=O)[nH]c2=O)cc1	3%	i	2	-5	-3.0%	-11%	1	22%	7%	1%
CNS(=O)(=O)c1ccc(N=Cc2c(O)n(-c3cccc(C)c3)c(=O)[nH]c2=O)cc1	-32%	i	-3	-17	-2.1%	-1%	1.1	7%	45%	-18%
CCOC(=O)N(CC)c1ccc(C(O)(C(=O)OCC)C(F)(F)F)cc1 (centres undefined)	6%	/	-6	-3	-0.6%	-7%	1.2	4%	12%	5%
Cc1cc(S(=O)(=O)NCC(C)C)ccc1OCC(=O)N1CCN(Cc2ccccc2)CC1	-4%	i	-3	5	-5.4%	1%	1	10%	9%	-14%
O=c1[nH]c(=O)n(CCc2ccccc2)c(O)c1C=NCCCn1ccnc1	-1%	i	-20	-13	-3.5%	-5%	1	1%	-7%	-8%
CS(=O)(=O)N1CCN(C(=N)N[N+](=O)[O-])CC1	-5%	i	-36	-15	2.5%	-7%	1.1	2%	-1%	-2%
O=C(COc1ccc(Cl)cc1)N(c1ccc(Cl)cc1)C1CN2CCC1CC2 (centres undefined)	/	i	/	/	/	-1%	/	4%	7%	/
